KCNK3 inh = human KCNK3 channel inhibition, primary screen | O14649 | CHO-KCNK3 thallium flux, FluxOR fluorescence; active compounds read low | B-score at 10 µM | actives 0.84% (n = 340,000) | AID 602410;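 active = B-score under library mean minus 4 SD, starting fluorescence ratio at most library mean plus 5 SD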;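 also: more negative B-score means stronger inhibition of thallium flux through KCNK3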
Target sequence (O14649 whole entry, looked up): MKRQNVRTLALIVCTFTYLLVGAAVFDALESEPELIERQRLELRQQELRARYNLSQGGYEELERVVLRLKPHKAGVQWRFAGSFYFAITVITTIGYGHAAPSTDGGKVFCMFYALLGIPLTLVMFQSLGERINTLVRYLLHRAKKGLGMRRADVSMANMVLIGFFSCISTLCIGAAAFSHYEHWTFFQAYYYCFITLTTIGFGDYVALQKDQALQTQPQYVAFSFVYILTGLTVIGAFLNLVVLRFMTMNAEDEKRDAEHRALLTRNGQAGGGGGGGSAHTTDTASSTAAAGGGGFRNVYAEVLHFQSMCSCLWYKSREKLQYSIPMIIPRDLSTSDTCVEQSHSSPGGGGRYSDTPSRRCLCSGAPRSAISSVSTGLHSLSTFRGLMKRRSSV
GSK3 alpha inh = human GSK-3 alpha kinase inhibition; P49840; ADP-Glo luminescence, 60 min; inhibition, % at 10 µM; actives 0.1% (n = 320,000);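 in the data active = inhibition above about 50%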;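 also: GST-tagged GSK-3 alpha with peptide substrate and 25 µM ATP; 0% = DMSO neutral wells and 100% = GW8510 positive control wells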
Target sequence (P49840 whole entry, looked up): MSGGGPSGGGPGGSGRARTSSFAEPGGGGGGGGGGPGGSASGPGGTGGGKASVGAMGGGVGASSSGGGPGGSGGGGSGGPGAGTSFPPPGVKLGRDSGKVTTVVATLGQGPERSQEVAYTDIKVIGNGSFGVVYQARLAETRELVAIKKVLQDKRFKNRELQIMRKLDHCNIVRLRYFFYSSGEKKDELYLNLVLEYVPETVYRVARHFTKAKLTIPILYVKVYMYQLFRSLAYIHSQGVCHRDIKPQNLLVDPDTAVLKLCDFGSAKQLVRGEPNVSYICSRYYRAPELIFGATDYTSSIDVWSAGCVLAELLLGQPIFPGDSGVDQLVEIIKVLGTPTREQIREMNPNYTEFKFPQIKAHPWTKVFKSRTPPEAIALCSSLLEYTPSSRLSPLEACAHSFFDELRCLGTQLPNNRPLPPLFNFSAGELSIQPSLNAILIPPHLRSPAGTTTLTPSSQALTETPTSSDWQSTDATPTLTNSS
An asterisk follows results filed as active; i = inactive. Some of the compounds tested. The share of hits here may be higher or lower than overall.

SMILES	KCNK3 inh	GSK3 alpha inh
CC(Oc1ccccc1F)c1nnc(SCC(=O)NCc2ccc3c(c2)OCO3)o1 (stereo not given)	i	-2
Cc1cc(C)c(NC(=O)COC(=O)C2CCCO2)c(C)c1 (stereo not given)	i	-10
Cc1ccc(S(=O)(=O)N2[C@@H](c3ccc(Cl)cc3)C(C(=O)O)=C[C@H]2C(C)(C)C)cc1	i	-1
Cc1sc2nc(SCC(=O)Nc3cccc(S(N)(=O)=O)c3)[nH]c(=O)c2c1C	i	1
COc1ccc(NC(=O)CSc2nnc(C3CC3)n2C)cc1S(=O)(=O)N1CCCCC1	i	-2
CCOC(=O)C1CCCN(S(=O)(=O)c2ccc3c4c(cccc24)C(=O)N3CC)C1 (stereo not given)	i	1
CN(C(=O)CNc1ccccc1Cl)C1CCS(=O)(=O)C1 (stereo not given)	i	1
COc1ccccc1N1CCN(C(=O)c2ccc(-c3ccc(Cl)cc3)o2)CC1	i	-3
C[C@H](CO)N1C[C@H](C)[C@@H](CN(C)C(=O)Nc2ccccc2)Oc2c(cccc2N(C)C)C1=O	i	-2
COC(=O)c1ccccc1S(=O)(=O)N1CCC(C(=O)NC2CCCCC2)CC1	i	-8
O=C1CN(C(=O)COC(=O)c2ccc([N+](=O)[O-])o2)c2ccccc2N1	i	-4
COc1ccc(S(=O)(=O)N2CCN(CCOc3ccccc3Cl)CC2)cc1OC	i	-1
CC(C)C(NC(=O)c1ccccc1F)C(=O)NCCCn1ccnc1 (stereo not given)	i	-2
COc1ccccc1NC(=O)c1ccc(NC(=O)C2CC2C)cc1 (stereo not given)	i	5
CCc1ccc(OCC(=O)NCCc2ccc3c(c2)OCCO3)cc1	i	-7
COc1ccc(C(=O)Nc2ccccc2N2CCOCC2)cc1S(=O)(=O)N1CCCC1	i	-4
O=C(CSc1nnc(Nc2ccccc2)s1)NCC1CCCO1 (stereo not given)	i	-1
O=C(Nc1cc(S(=O)(=O)N2CCOCC2)ccc1N1CCOCC1)c1cccs1	i	-2
COc1cccc(C(=O)NNC(=O)CCN2CCN(c3ccccc3)CC2)c1	i	-1
CCCCOC(=O)c1ccc(NC(=O)COC(=O)c2ccc3ncsc3c2)cc1	i	-2
CC(Sc1ncccn1)C(=O)Nc1ccc2c(c1)OCO2 (stereo not given)	i	-4
COc1ccc(C(=O)COC(=O)/C=C/c2ccccc2)c(OC)c1	i	0
CN(C(=O)c1cccc(S(=O)(=O)N2CCCC2)c1)C1CCCCC1	i	-4
N=c1oc2ccc3ccccc3c2cc1-c1nnc2n1CCCCC2	i	2
COc1ccc(N(CC(=O)NCCSc2ccccc2)S(=O)(=O)c2ccccc2)c(OC)c1	i	-1
SMILES	KCNK3 inh	GSK3 alpha inh
O=C(CSc1ccc(S(=O)(=O)N2CCCCC2)cn1)Nc1ccccc1Br	i	-3
CCOc1ccccc1NC(=O)COC(=O)c1ccc2ccccc2n1	i	-2
COc1cccc(CCC(=O)Nc2cc3c(cc2C(=O)O)OCCCO3)c1OC	i	-5
Cc1c(NC(=O)C(C)OC(=O)c2cccnc2Cl)c(=O)n(-c2ccccc2)n1C (stereo not given)	i	5
CCOC(=O)C1=C(COC(=O)[C@@H](NC(=O)c2cccc(C)c2)C(C)C)NC(=O)NC1C (stereo not given in full)	i	-4
O=C(CNC(=O)c1ccc2c(c1)OCO2)NCc1cccs1	i	-2
Cc1ccc(C)c(OC(=O)C2CSC3(C)CCC(=O)N23)c1C (stereo not given)	i	2
CNS(=O)(=O)c1cccc(C(=O)OCC(=O)Nc2nc(OC)cc(OC)n2)c1	i	-2
CCN(c1ccccc1)S(=O)(=O)c1ccc(OC)c(NC(=O)Cc2ccccc2OC)c1	i	-1
Cc1ccc(S(=O)(=O)NCCC(=O)N2CCC(C)CC2)cc1	i	0
Cn1nnnc1Sc1ncnc2scc(-c3ccc(Br)cc3)c12	i	5
CCN1C(=O)c2cccc3c(S(=O)(=O)NCc4ccccc4)ccc1c23	i	1
COc1ccc(C(=O)OCC(=O)N2CCc3ccccc3C2)cc1OC	i	-2
O=C(c1cccc(S(=O)(=O)NCc2ccccc2)c1)N1CCN(c2ccccc2)CC1	i	1
Cc1cc(C)cc(NC(=O)CSc2nnc(CNC(=O)c3ccco3)n2C)c1	i	1
CCCc1cc(=O)[nH]c(SCC(=O)N2c3ccccc3NC(=O)C2(C)C)n1	i	-6
CC(C)c1ccc(C(=O)OCC(=O)c2c(N)n(C)c(=O)n(C)c2=O)cc1	i	-2
COc1cc(-c2nnc(SCC(=O)Nc3ccc(C(=O)O)cc3)o2)cc(OC)c1OC	i	-1
COc1cc(/C=C/C(=O)OCC(=O)N2c3ccccc3CC2C)cc(OC)c1OC (stereo not given)	i	-4
O=C(C1CCN(S(=O)(=O)c2cccs2)CC1)N1CCN(c2ccccc2O)CC1	i	-3
CCN(C(=O)CSc1nc2ccccc2[nH]1)C1CCS(=O)(=O)C1 (stereo not given)	i	-2
Cc1cccc(NC(=O)c2ccc(Cl)c(S(=O)(=O)N3CCCCCC3)c2)n1	i	3
O=C(CC1SC(N2CCCCC2)=NC1=O)Nc1ccc(C(=O)O)cc1 (stereo not given)	i	-2
Cc1cccc(N(Cc2ccccc2)C(=O)C2CCN(C(=O)c3ccccc3C)CC2)c1	i	3
O=C(COC(=O)/C=C/c1ccccc1[N+](=O)[O-])Nc1ccc(S(=O)(=O)N2CCOCC2)cc1	i	-2
SMILES	KCNK3 inh	GSK3 alpha inh
CC(=O)c1cccc(NC(=O)CSc2nnc(-c3ccncc3)o2)c1	i	-3
O=C(OCC(=O)N1CCN(S(=O)(=O)c2ccccc2)CC1)C1CCC1	i	-4
COc1ccc(NC(C)=O)cc1S(=O)(=O)Nc1ccc(S(=O)(=O)N2CCCCC2)cc1	i	-2
CC[C@]12c3[nH]c4ccccc4c3CCN1C(=O)C(CC(=O)NCc1ccco1)C[C@@H]2C(=O)N1CCN(C(=O)c2ccco2)CC1 (stereo not given in full)	i	-1
Cc1ccc(S(=O)(=O)N2[C@@H](c3ccc(Br)cc3)C(C(=O)O)=C[C@H]2C(C)(C)C)cc1	i	-7
O=C(COC(=O)C12CC3CC(CC(C3)C1)C2)NNC(=O)c1ccccc1	i	-1
CC(=O)NCc1ccc(-c2csc(NC(=O)CCCc3nc4ccccc4c(=O)[nH]3)n2)cc1	i	-1
O=C(N[C@@H](Cc1ccccc1)C(=O)OCc1ccccc1)c1ccco1	i	-1
COc1cccc(NC(=O)c2ccccc2NC(=O)c2ccncc2)c1	i	-3
CC1CCN(C(=O)c2nc[nH]c2C(=O)N2CCc3ccccc3C2)CC1	i	-1
CN(c1ccccc1)S(=O)(=O)c1ccc(C(=O)NCc2ccc(F)cc2)cc1	i	-2
COc1ccc(CN(C)C(C)C(=O)Nc2ccc(S(=O)(=O)N3CCCCC3)cc2)cc1F (stereo not given)	i	-2
O=C(C1COc2ccccc2O1)N1CCCCC1 (stereo not given)	i	4
CCCN(CC(=O)Nc1ccccc1OC)C(=O)C1=COCCO1	i	0
COc1ccc(NC(=O)CN(C)C(=O)c2cccc(Oc3ccccc3)c2)cc1	i	11
CC(=O)c1ccc(OCC(=O)Nc2cccc(S(=O)(=O)N3CCCC3)c2)cc1	i	18
O=C(COC(=O)c1ccc[n+]([O-])c1)Nc1cc([N+](=O)[O-])ccc1Cl	i	-3
NC(=O)C1CC(=O)N(c2ccc(OCC(=O)Nc3ccc(F)cc3)cc2)C1 (stereo not given)	i	1
O=C(COC(=O)CNS(=O)(=O)c1c(F)cccc1F)NC(=O)NC1CCCCC1	i	-1
COc1cccc(CN(C)C(=O)CCC(=O)c2cc(Br)ccc2OC)c1	i	-4
COc1ccc(S(=O)(=O)N2CCCCCC2)cc1NC(=O)CN(C)Cc1ccc2c(c1)OCO2	i	0
CCOc1ccc(N2C(=O)C3CCCN3C2=S)cc1 (stereo not given)	i	-5
CSc1ccccc1C(=O)N1CCN(S(=O)(=O)c2sc(C(=O)O)c(C)c2C(=O)O)CC1	i	-5
N#Cc1cccc(C(=O)Nc2cc(S(=O)(=O)N3CCOCC3)ccc2N2CCCC2)c1	i	-4
Cc1cccc(C)c1NC(=O)COC(=O)CCc1c[nH]c2ccccc12	i	-9
SMILES	KCNK3 inh	GSK3 alpha inh
CCOc1ccc(/C=N/NC(=O)c2ccccc2O)cc1CN1CC2CC(C1)c1cccc(=O)n1C2 (stereo not given)	i	-5
O=C(NNC(=O)C1CC1)c1cc(Br)c(Br)s1	i	-3
O=C(COc1ccccc1Cl)Nc1cccc(S(=O)(=O)N2CCCC2)c1	i	-2
O=C(NCc1ccc(F)cc1)c1ccc(S(=O)(=O)N2CCCCC2)cc1	i	0
CC1CN(S(=O)(=O)c2cccc(C(=O)OCC(=O)NCc3ccccc3)c2)CC(C)O1 (stereo not given)	i	-2
CCCn1nc(C(=O)OCC(=O)Nc2ccc(C)cc2)c2ccccc2c1=O	i	-2
O=C(CCNC(=O)c1ccc(Cl)cc1)Nc1ccc(S(=O)(=O)N2CCOCC2)cc1	i	10
O=C(NCc1ccc(Cl)cc1)c1cccc(S(=O)(=O)N2CCCC2)c1	i	-3
O=C(CSc1ncnc2sccc12)NC1CCS(=O)(=O)C1 (stereo not given)	i	1
CCOc1ccc(C(=O)NNC(=O)CN2C(=O)C3CC=CCC3C2=O)cc1OC (stereo not given)	i	0
CCCc1cc(=O)[nH]c(SCC(=O)N2CCc3cc(OC)c(OC)cc3C2)n1	i	0
O=C(COC(=O)CC1CCCC1)Nc1cccc(F)c1	i	0
CN(C(=O)CN1C(=O)c2ccccc2S1(=O)=O)C1CCCCC1	i	-1
O=C(Nc1cc(Cl)ccc1N1CCOCC1)c1ccc(=O)[nH]c1	i	1
Cc1cc(C)cc(C(=O)NCC(=O)OCC(=O)c2c(N)n(C)c(=O)n(C)c2=O)c1	i	-4
Cc1ccc(C(C)C)c(OCC(=O)OCC(=O)c2c(N)n(C)c(=O)n(C)c2=O)c1	i	-3
CC(Sc1nn(-c2ccccc2)c(=S)s1)C(=O)NCC1CCCO1 (stereo not given)	i	-1
CCOC(=O)c1[nH]c(C)c(C(=O)OCC(=O)NCc2ccc(OC)c(OC)c2)c1C	i	-8
Cc1ccc(C)c(OCC(=O)Nc2ccc(N3CCOCC3)cc2N2CCOCC2)c1	i	20
COc1ccc(C(C)(C)C)cc1NC(=O)CN1C(=O)C(=O)N(Cc2ccco2)C1=O	i	-2
Cc1cc(C)cc(NC(=O)COC(=O)CNC(=O)C2CCCCC2)c1	i	0
COc1cccc(NC(=O)CN2C(=O)NC(Cc3c[nH]c4ccccc34)C2=O)c1 (stereo not given)	i	1
C[C@@H](C(=O)Nc1ccccc1N1CCOCC1)N1C(=O)C2CCCCC2C1=O (stereo not given in full)	i	-9
COc1ccc(OCC(=O)NNC(=O)C2CCC2)cc1	i	2
COc1cc(S(=O)(=O)Nc2ccc3nc(C)sc3c2)ccc1NC(C)=O	i	-9
SMILES	KCNK3 inh	GSK3 alpha inh
CCC1(c2ccc(F)cc2)NC(=O)N(CC(=O)NC2CCCC(C)C2C)C1=O (stereo not given)	i	-1
CC(OC(=O)[C@@H](NC(=O)c1ccco1)C(C)C)C(=O)Nc1ncc(Cl)cc1Cl (stereo not given in full)	i	-6
N#Cc1ccc(C(=O)Nc2cc(S(=O)(=O)N3CCOCC3)ccc2N2CCCC2)cc1	i	0
Cn1nc(C(=O)NNC(=O)c2cccc(Cl)c2)c2ccccc2c1=O	i	2
COc1cc(SC)ccc1C(=O)NNC(=O)C1COc2ccccc2O1 (stereo not given)	i	0
CCN1CCN(c2ccc(Cl)cc2NC(=O)c2ccc(-n3nc(C)cc3C)cc2)CC1	i	-3
Cc1cccc(C(=O)NCC(=O)N2CCN(S(=O)(=O)c3ccc4c(c3)OCCO4)CC2)c1	i	0
O=C(COc1ccc(-c2ccccc2)cc1)Nc1cccnc1	i	6
CCCCOc1ccc(C(=O)NCC(=O)NCCOc2ccccc2OC)cc1	i	-1
CC[C@]12c3[nH]c4ccccc4c3CCN1C(=O)C(CC(=O)NCCC1=CCCCC1)C[C@@H]2C(=O)N1CCN(C(=O)c2ccco2)CC1 (stereo not given in full)	i	-1
CC(=O)Nc1ccc(NC(=O)C(C)Oc2ccccc2C(=O)NCc2ccccc2)cc1 (stereo not given)	i	-3
CC1CN(C(=O)c2cccc(S(=O)(=O)N3CCN(c4ccccc4)CC3)c2)CC(C)O1 (stereo not given)	i	7
CC12CCC(=O)N1C(C(=O)NCCN1C(=O)S/C(=C\c3ccccc3Cl)C1=O)CS2 (stereo not given)	i	0

15 of these compounds in another layout.
canonical_smiles | KCNK3 inh | GSK3 alpha inh
COC(=O)c1ccccc1S(=O)(=O)N1CCC(C(=O)NC2CCCCC2)CC1 | i | -8
O=C1CN(C(=O)COC(=O)c2ccc([N+](=O)[O-])o2)c2ccccc2N1 | i | -4
COc1ccc(S(=O)(=O)N2CCN(CCOc3ccccc3Cl)CC2)cc1OC | i | -1
CC(C)C(NC(=O)c1ccccc1F)C(=O)NCCCn1ccnc1 (stereo not given) | i | -2
COc1ccccc1NC(=O)c1ccc(NC(=O)C2CC2C)cc1 (stereo not given) | i | 5
CCc1ccc(OCC(=O)NCCc2ccc3c(c2)OCCO3)cc1 | i | -7
COc1ccc(C(=O)Nc2ccccc2N2CCOCC2)cc1S(=O)(=O)N1CCCC1 | i | -4
O=C(CSc1nnc(Nc2ccccc2)s1)NCC1CCCO1 (stereo not given) | i | -1
O=C(Nc1cc(S(=O)(=O)N2CCOCC2)ccc1N1CCOCC1)c1cccs1 | i | -2
COc1cccc(C(=O)NNC(=O)CCN2CCN(c3ccccc3)CC2)c1 | i | -1
CCCCOC(=O)c1ccc(NC(=O)COC(=O)c2ccc3ncsc3c2)cc1 | i | -2
CC(Sc1ncccn1)C(=O)Nc1ccc2c(c1)OCO2 (stereo not given) | i | -4
COc1ccc(C(=O)COC(=O)/C=C/c2ccccc2)c(OC)c1 | i | 0
CN(C(=O)c1cccc(S(=O)(=O)N2CCCC2)c1)C1CCCCC1 | i | -4
N=c1oc2ccc3ccccc3c2cc1-c1nnc2n1CCCCC2 | i | 2
